COUP-TFII inh – NR2F2 transcriptional activity inhibitors, primary screen, cell-based, luciferase reporter, HEK293T, luminescence; COUP transcription factor 2 (Homo sapiens), P24468; HEK293T NGFI-A luciferase reporter; inhibition, % at 8.6 µM; 370,000 tested, 0.7% active; AID 686940, 2013;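 active = inhibition above a per-plate cutoff, mean inhibition of test wells between control levels plus 3 SD, cut at about 38% in these data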;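 note: cells cotransfected with COUP-TFII expression vector driving the NGFI-A reporter; 0% = median of COUP-TF2 test wells and 100% = reporter-only cells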
NOD2 RIPK2 PPI – NOD2-RIPK2 binding disruptors in cells, primary screen, fluorescence, CHO cells, BLA complementation; CCF4 ratio; inhibition, % at 4.98 µM; 360,000 tested, 0.38% active; AID 624267, 2012; in the data active = inhibition above about 21%;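 note: 0% = vehicle only and 100% = reference blocker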
LRH-1 inv ag – LRH-1 (NR5A2) inverse agonists, primary screen, cell-based, luminescence, HEK293T, StAR-luciferase reporter; Nuclear receptor subfamily 5 group A member 2 (Homo sapiens), O00482; LRH-1 transfected, 24 h; inhibition, % at 3.6 µM; 360,000 tested, 0.13% active;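 active = inhibition above the mean inhibition of all tested compounds plus 3 SD, cut at about 73% in these data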;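 note: 0% = DMSO wells and 100% = reporter-only cells lacking LRH-1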
Granule exo inh – LAMP-1 surface exposure blockers, TALL-104 cells – cell-based, flow cytometry, MLPCN library, primary screen. TALL-104 LAMP-1 surface exposure; cells stimulated with thapsigargin and PMA. 360,000 tested, 0.66% active. inhibition, % at 10 µM. AID 651702, 2012;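 active = inhibition above about 55%, limit read from the data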
NCOA2 inhibitor – inhibition of GAL4-SRC2 driven luciferase reporter, primary screen, SRC2 inhibitor project, cell-based, luminescence. Nuclear receptor coactivator 2 (Homo sapiens), Q15596. HEK293 GAL4-SRC2 luciferase reporter. inhibition, % at 9 µM. 370,000 tested, 0.17% active;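 active = inhibition above the mean inhibition of all tested compounds plus 3 SD, set per campaign, cut at about 52% in these data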;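 note: 0% = DMSO treated cells and 100% = cells given Gossypol at 36 µM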
TROY NFkB inh – inhibitors of TROY-driven NF-kB signaling, primary screen, Q293 LMP1-TROYcd cells, NF-kB luciferase, uHTS; Q293 LMP1-TROYcd NF-kB luciferase reporter, 4 h; inhibition, % at 10 µM; 360,000 tested, 0.98% active; AID 1347056, 2019;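 active = compounds whose plate-normalised and pattern-corrected inhibition of the luciferase reporter signal at the single screening dose is 50% or more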
TLR9-MyD88 inh – inhibitors of TLR9-MyD88 association in cells, primary screen, cell-based, CHO, BLA complementation, fluorescence; AID 504734, 2011; inhibition, % at 4.98 µM; CCF4 FRET ratio; 340,000 tested, 0.21% active;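 active = inhibition above the mean over all tested compounds plus 3 SD, cut at about 21% in these data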;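 note: 0% = DMSO only wells and 100% = clavulanate BLA inhibitor control wells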
TWEAK-Fn14 inh – inhibitors of TWEAK-Fn14 signaling, primary screen, luciferase reporter cells, uHTS; AID 1159606, 2016; TWEAK-stimulated Fn14 reporter cells, luciferase luminescence, 8 h; inhibition, % at 10 µM; 360,000 tested, 2% active; in the data active = inhibition above about 50%
SRC3 inh – SRC3 coactivator transcriptional activity inhibitors, primary screen, cell-based, luminescence. AID 588352, 2011. Nuclear receptor coactivator 3 (Homo sapiens), Q9Y6Q9. HEK293 GAL4-SRC3 luciferase reporter. 360,000 tested, 0.17% active. inhibition, % at 3.6 µM;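 active = inhibition above a per-campaign cutoff, the mean of all compounds plus 3 SD, cut at about 60% in these data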;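 note: 0% = DMSO-treated cells and 100% = gossypol-treated cells at 36 µM; higher means less SRC3-driven luciferase light from the GAL4 reporter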
NCOA1 inh – SRC1 coactivator transcriptional activity inhibitors, primary screen, cell-based, luminescence | HEK293 GAL4-SRC1 luciferase reporter | inhibition, % at 3.6 µM | 360,000 tested, 0.12% active | Nuclear receptor coactivator 1 (Homo sapiens), Q15788;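 active = inhibition above the campaign mean plus 3 SD, with each screening campaign given its own cutoff, cut at about 60% in these data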;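 note: 0% = DMSO treated cells and 100% = gossypol at 36 µM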
ABHD5 PLIN5 PPI – ABHD5-PLIN5 interaction inhibitors, primary screen, cell lysate, split luciferase complementation, luminescence. Perilipin-5 (Homo sapiens) + 1-acylglycerol-3-phosphate O-acyltransferase ABHD5 (Homo …. Split G. princeps luciferase complementation, 4 h. inhibition, % at 4 µM. 360,000 tested, 0.78% active;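 active = inhibition above the mean inhibition across every tested compound plus 3 SD, cut at about 22% in these data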;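 note: 0% = DMSO only wells and the 100% control is not disclosed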
Target sequence (Q00G26 whole entry, looked up): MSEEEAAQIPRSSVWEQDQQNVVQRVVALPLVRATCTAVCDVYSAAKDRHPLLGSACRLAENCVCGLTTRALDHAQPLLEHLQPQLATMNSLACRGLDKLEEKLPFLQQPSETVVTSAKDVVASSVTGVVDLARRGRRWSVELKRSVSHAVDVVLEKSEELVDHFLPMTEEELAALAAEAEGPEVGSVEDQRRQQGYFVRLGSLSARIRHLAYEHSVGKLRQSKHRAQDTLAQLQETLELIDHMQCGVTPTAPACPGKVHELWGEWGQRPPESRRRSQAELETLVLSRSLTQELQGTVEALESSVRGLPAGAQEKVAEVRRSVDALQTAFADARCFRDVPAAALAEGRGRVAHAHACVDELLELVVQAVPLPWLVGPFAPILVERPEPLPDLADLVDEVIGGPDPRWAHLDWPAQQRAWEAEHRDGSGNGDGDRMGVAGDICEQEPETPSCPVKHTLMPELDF
Target sequence (Q8WTS1 whole entry, looked up): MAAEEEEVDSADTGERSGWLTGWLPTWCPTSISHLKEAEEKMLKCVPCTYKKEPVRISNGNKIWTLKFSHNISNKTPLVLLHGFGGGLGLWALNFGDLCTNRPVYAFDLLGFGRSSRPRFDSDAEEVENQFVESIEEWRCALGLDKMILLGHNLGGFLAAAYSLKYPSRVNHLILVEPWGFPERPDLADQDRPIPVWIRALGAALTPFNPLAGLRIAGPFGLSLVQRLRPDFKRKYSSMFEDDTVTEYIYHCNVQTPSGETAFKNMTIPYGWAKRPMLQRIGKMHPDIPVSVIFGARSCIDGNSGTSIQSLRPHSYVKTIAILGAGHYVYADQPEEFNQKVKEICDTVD
* marks the source's active call; other numbers are inactive results; nt = no result given.

SMILES	COUP-TFII inh	NOD2 RIPK2 PPI	LRH-1 inv ag	Granule exo inh	NCOA2 inhibitor	TROY NFkB inh	TLR9-MyD88 inh	TWEAK-Fn14 inh	SRC3 inh	NCOA1 inh	ABHD5 PLIN5 PPI
Nc1cc(Cl)ccc1CN1C(=O)c2ccccc2C1=O	nt	3	-54	-1	nt	-31	nt	-26	-117	-92	-1
COc1cccc(NC(=O)CCS(=O)(=O)c2ccc3c(c2)oc(=O)n3C)c1	2	-8	18	-2	5	10	4	20	2	11	-9
O=C1COc2ccc(C(=O)CCl)cc2N1	-8	-3	37	-4	21	-7	nt	-16	-7	-1	6
CC(=O)NC1C(Oc2ccccc2C)OC(CO)C(O)C1O (stereo unspecified)	-13	-3	10	-2	12	-1	3	10	15	-3	-7
Cc1ccccc1NC(=O)C(C)OC(=O)CNS(=O)(=O)c1ccc(C#N)cc1 (stereo unspecified)	12	2	8	2	5	1	5	-5	-6	-6	-5
Cc1ccc(OCC(=O)Nc2ccc(NC(=O)c3ccccc3)cc2)cc1C	-11	-12	-22	-19	9	-17	-18	2	8	2	-4
CN(C(=O)CSc1nc2ccccc2c(=O)n1C)C1CCS(=O)(=O)C1 (stereo unspecified)	-7	-20	11	8	-4	1	9	19	-3	0	2
COc1cc(-c2nc(CN(C)C(C)c3ccncn3)c(C)o2)ccc1F (stereo unspecified)	-22	-2	-3	7	7	-4	-6	1	7	-110	-4
Cc1ccc(S(=O)(=O)Nc2cc(C)cn(Cc3ccccc3)c2=O)cc1	-22	-5	6	15	14	1	-3	6	-4	2	-10
Cc1c(C(=O)Nc2ccc(C(=O)O)cc2)cnn1C	5	-3	6	0	3	12	-6	-8	9	3	-1
O=C(Nc1ccc(S(=O)(=O)NC2=NCCCCC2)cc1)c1cccc(S(=O)(=O)N2CCOCC2)c1	22	-1	-20	-17	-3	-3	-3	2	-2	12	10
Cc1ccc(NC2CCCN(C(=O)c3cc(C(C)C)nn3C)C2)cc1C (stereo unspecified)	-24	-4	-7	-9	-13	-20	1	-20	-2	-12	-4
Cc1cccc([C@@H]2[C@@H]3C(=O)N(Cc4ccccc4)C(=O)[C@@H]3[C@]3(Cc4ccccc4)C(=O)N(c4ccc(C(F)(F)F)cc4)C(=O)N23)c1	14	-5	2	2	19	-7	0	16	18	11	-7
CCOc1ccc(NC(=O)CN(C)C(=O)c2c(-c3c(F)cccc3Cl)noc2C)cc1OCC	11	5	0	-2	-6	-1	3	-8	-14	-16	8
CC(=O)c1cnc(-c2cccc(Cl)c2)s1	-35	0	-80	0	-28	-14	-6	-18	-33	-45	1
CC(=O)C1=C(O)C(=O)N(Cc2ccccc2)C1c1ccc(N(C)C)cc1 (stereo unspecified)	-19	9	11	-20	6	14	4	-21	10	10	-4
O=[N+]([O-])/C=C/c1ccc2c(ccn2Cc2ccccc2)c1	22	88*	9	80*	-99	81*	13	3	-38	-46	92*
O=[N+]([O-])c1ccc(/C=N/NS(=O)(=O)c2ccc(Cl)cc2)o1	7	-1	16	-1	13	-6	-2	7	16	6	10
COc1ccc(CC(=O)Nc2ccccc2C(=O)NCCc2ccccc2)cc1	20	4	-41	5	11	0	-3	5	-29	-44	-3
O=[N+]([O-])c1cc(S(=O)(=O)Nc2ccccc2)ccc1N1CCN(c2ccc(O)cc2)CC1	22	3	-13	-2	11	-12	-5	16	13	4	14
CCCc1cc(NCCCN2CCOCC2)n2c(nc3ccccc32)c1C#N	5	5	19	0	-6	nt	3	82*	-8	9	0
CC(C)c1ccccc1OCC(=O)NN1C(=O)c2ccccc2C1=O	6	3	-16	-1	-9	-4	-5	-2	-5	-9	-3
CC(=O)Nc1ccc(NC(=O)C(Cc2ccccc2)NC(=O)C2CCC(C)CC2)cc1 (stereo unspecified)	-16	-10	-31	0	-18	9	7	-3	18	7	2
COCCn1cc(C(=O)c2cc(Br)ccc2O)cc(C#N)c1=O	17	-11	4	-1	-29	4	-6	10	-5	-35	-2
O=C(c1cnccn1)N1CCc2ccccc2C1	5	-8	1	0	-18	-5	8	0	11	-13	0
Cc1cccc(CNS(=O)(=O)c2ccc(-c3cnc(C4CC4)o3)cc2)c1	-11	2	-19	23	4	15	-13	13	9	4	-4
N=c1c(C(=O)NCCN2CCOCC2)cc2c(=O)n3ccccc3nc2n1CCCN1CCOCC1	-9	-6	29	-11	-19	-3	0	6	10	-10	1
COc1ccc(N(C(=O)c2cc3ccccc3oc2=O)C2C=CS(=O)(=O)C2)cc1 (stereo unspecified)	7	-4	9	0	-10	4	8	-3	15	-11	4
O=C(C1CCN(C2CC(=O)N(c3cccc(Cl)c3)C2=O)CC1)N1CCCCCC1 (stereo unspecified)	12	-1	15	1	-11	-7	-2	4	-7	6	11
O=C(NCc1ccc(Cl)cc1)C1CCN(C(=O)c2ccco2)CC1	8	6	2	-3	-5	-1	-8	19	-14	4	4
CNc1oc(-c2ccccc2F)nc1S(=O)(=O)c1ccc(C)cc1	2	-10	9	-1	6	1	-4	17	-16	-5	-4
CC(=O)c1ccc(OCc2nnn(CC(=O)NS(=O)(=O)c3ccc(C)cc3)c2-c2ccccc2)cc1	0	-1	-12	-24	4	2	nt	-4	-3	-1	3
Cc1cc(N2CCN(c3ccccn3)CC2)n2c(nc3ccccc32)c1C#N	4	-13	-1	-1	-14	0	-2	19	9	-1	1
Cc1ccccc1C(=O)O/N=C(\N)c1ccncc1	-57	-1	-86	0	-67	-61	4	-17	-42	-66	1
CCOC(=O)c1cc(=O)n(-c2ccc(Cl)cc2C)[nH]1	-14	-8	23	-3	9	-5	-11	-3	18	-22	0
CN(C)S(=O)(=O)c1cccc(NC(=O)c2cc([N+](=O)[O-])ccc2N2CCCCC2)c1	-2	8	12	-2	11	7	22*	-1	-17	-9	-4
COC(=O)C[C@H]1C[C@@H]2c3cc(NC(=O)NC4CCCC4)ccc3O[C@@H]2[C@@H](CO)O1	-6	9	-8	-4	-7	1	-4	-8	4	-13	-2
CC1CCN(C(=O)c2ccc(S(=O)(=O)Cc3cccc(F)c3)c([N+](=O)[O-])c2)CC1	-1	-2	3	1	-3	36	-22	66*	12	8	0
O=C(Nc1cccc(/C=C/c2ccccn2)c1)c1ccc(-n2cncn2)c([N+](=O)[O-])c1	-4	-13	-14	-3	-17	34	3	42	-8	-8	-4
CCCC(=O)Nc1ccccc1-c1nnc(SCC)[nH]c1=O	8	-14	-3	1	-6	9	-2	3	11	-3	-4
CC(C)COc1ccc(C2NC(=O)NC2=O)cc1 (stereo unspecified)	7	1	-13	0	0	-8	-1	15	4	-4	-2
COc1ccccc1OCCNC(=O)C(CCSC)NC(=O)c1ccccc1Cl (stereo unspecified)	24	-1	-2	1	18	18	-9	19	7	-9	-8
COc1cccc(/C=C/C(=O)N(C)CC(=O)Nc2ccc(Cl)c(C(F)(F)F)c2)c1	-27	6	-4	7	-26	32	-8	1	6	0	-3
COc1ccccc1C(=O)NCCNc1nc2cc(C)cc(C)c2cc1C#N	5	-12	-4	2	-5	-1	-7	-16	-1	-7	-5
CCCNc1c(NS(=O)(=O)c2ccc3c(c2)CCCC3)c(=O)oc2ccccc12	nt	6	7	7	nt	19	11	-13	-4	-13	0
Cc1c(Cc2ccccc2)c(=O)oc2cc(OCc3nn[nH]n3)ccc12	-4	4	-1	-1	-10	5	-8	-24	5	-11	8
CCCC(C(=O)NC1CCCC1)N(C(=O)Cn1nnc(-c2ccc(C)o2)n1)C1CCCC1 (stereo unspecified)	nt	6	22	4	nt	12	-5	9	3	0	10
COc1ccc(N2CCN(CC(=O)NCc3ccccc3)CC2)cc1	-7	-14	-6	0	26	2	-8	5	10	2	5
CCc1nn2c(=O)c(S(=O)(=O)Nc3cccc(F)c3)c(C)nc2s1	-13	14	-5	7	4	9	3	39	16	1	-1
CCOc1ccc(-c2nc(CSCC(=O)NC3CCCc4ccccc43)c(C)o2)cc1 (stereo unspecified)	-5	6	-8	31	-29	16	-1	29	-1	-11	-6
N#Cc1ccc(CSc2nnc(-c3ccncc3)n2CCc2ccccc2)cc1	1	7	8	1	-3	-5	1	2	-9	8	3
COc1ccc(OCc2cc(C(=O)N(C)Cc3cnccn3)no2)c(Cl)c1	-24	-1	-23	4	-39	-30	-1	-23	5	-19	-3
N#Cc1ccc(OCC(=O)Nc2cc(S(=O)(=O)N3CCCCC3)ccc2N2CCCCC2)cc1	-11	-4	21	-6	10	1	-1	-27	26	-25	3
CCNC(=S)NNC(=O)c1cc(C2CC2)nc2ccccc12	-8	-4	-7	-3	11	0	-1	8	4	4	2
Cc1cccc(NNC(=S)Nc2c(C)cccc2C)c1	14	-16	4	18	-17	-13	10	31	-3	5	-16
CCc1cc2c(=O)c(-c3cnn(-c4ccccc4)c3)c(C)oc2c(CN2CCCCC2)c1O	8	1	-10	-5	-16	8	0	3	-10	-14	0
CN(Cc1ccsc1)C(=O)CCc1nnc(Cc2c[nH]c3ccccc23)o1	-15	5	-5	28	3	-24	2	-7	5	-4	-1
CC(C)c1ccc(O)c(NC(=O)c2cccnc2)c1	19	8	0	2	-27	2	-2	8	6	-23	-2
COc1ccc(-c2cc(=O)oc3c(C)c(OC(C)C(C)=O)ccc23)cc1 (stereo unspecified)	-1	3	-11	-12	10	29	1	-16	6	6	-13
COc1ccccc1NC(=O)Cn1c2ccc(F)cc2c2nc3n(c(=O)c21)CCS3	-5	-11	5	-4	5	-29	4	-1	4	-5	9
COc1ccc(C2NC(C(=O)O)Cc3c2[nH]c2ccccc32)cc1CN1CCN(c2ccc(F)cc2)CC1 (stereo unspecified)	13	-11	-5	0	12	6	-4	-5	5	5	4
C=CCN(c1ccccc1Cl)S(=O)(=O)c1cccc(C(=O)NCCc2ccc(OC)cc2)c1	6	-20	8	9	-13	17	0	28	19	21	5

Screens deposited in PubChem by several laboratories.

Not all compounds are listed (hit frequency here may not be typical).
